TRPC6 act = mouse TRPC6 channel activators, primary screen, cell-based, HEK293, membrane potential dye; B-score at 10 µM; 310,000 compounds, 0.13% hits; HEK293-TRPC6 membrane potential dye fluorescence; hits give high values; Short transient receptor potential channel 6 (Mus musculus), Q61143;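 active means B-score of the integrated fluorescence ratio above library mean plus 3 SD, and starting fluorescence ratio within library mean plus 5 SD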;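 further: higher score means more depolarization so channel activation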
Target sequence (Q61143 whole entry, looked up): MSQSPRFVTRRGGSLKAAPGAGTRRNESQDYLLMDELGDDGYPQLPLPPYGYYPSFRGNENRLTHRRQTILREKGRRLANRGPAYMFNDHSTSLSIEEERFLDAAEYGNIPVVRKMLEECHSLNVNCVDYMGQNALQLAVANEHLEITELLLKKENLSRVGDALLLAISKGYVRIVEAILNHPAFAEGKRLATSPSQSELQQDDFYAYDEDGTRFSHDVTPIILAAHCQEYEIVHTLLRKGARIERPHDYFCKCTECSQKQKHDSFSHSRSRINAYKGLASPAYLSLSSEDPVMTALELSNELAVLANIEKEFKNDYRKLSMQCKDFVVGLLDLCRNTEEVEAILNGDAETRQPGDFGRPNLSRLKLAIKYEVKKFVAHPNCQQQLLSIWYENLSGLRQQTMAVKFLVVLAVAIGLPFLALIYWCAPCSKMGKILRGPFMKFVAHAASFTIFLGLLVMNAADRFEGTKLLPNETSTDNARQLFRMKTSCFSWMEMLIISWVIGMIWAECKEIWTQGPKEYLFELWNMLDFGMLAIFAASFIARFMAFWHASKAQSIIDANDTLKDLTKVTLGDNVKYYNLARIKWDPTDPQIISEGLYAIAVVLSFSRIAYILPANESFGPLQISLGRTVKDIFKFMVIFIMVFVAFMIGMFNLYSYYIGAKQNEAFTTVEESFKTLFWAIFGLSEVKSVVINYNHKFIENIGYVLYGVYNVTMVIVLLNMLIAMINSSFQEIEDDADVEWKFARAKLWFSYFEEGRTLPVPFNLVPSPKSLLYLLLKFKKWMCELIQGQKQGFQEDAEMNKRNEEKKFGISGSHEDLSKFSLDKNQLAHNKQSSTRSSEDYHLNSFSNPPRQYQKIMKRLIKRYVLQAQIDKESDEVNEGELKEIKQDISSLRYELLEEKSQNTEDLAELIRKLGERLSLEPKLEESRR
MrgX1 ag = agonists of human MrgX1 receptor, primary screen, HEK293 cells, Fluo-4 calcium flux; Mas-related G-protein coupled receptor member X1 (Homo sapiens), Q96LB2; Fluo-4 calcium fluorescence, agonist mode; hits give high values; B-score at 10 µM; 310,000 compounds, 0.44% hits; AID 588627, 2011;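 active means calcium response B-score plate-corrected fluorescence ratio at least 3 library SD, with starting fluorescence B-score inside 5 SD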
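times = overnight plating, then 30 min 37 °C plus 30 min room-temperature dye loading | assay system = stable human MrgX1 HEK293 cell line | input = fifteen thousand cells per well | signal = kinetic calcium dye fluorescence, Fluo-4 NW | dosing = compound delivered in addition one of three | read-out = B-scored fluorescence response ratio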
TRPC4 act = activators of mouse TRPC4 channel, primary screen, Fluo4 calcium, HEK293 TRPC4beta/mu-opioid cells; Short transient receptor potential channel 4 (Mus musculus), Q9QUQ5; Fluo4 calcium fluorescence; hits give high values; B-score at 10 µM; 310,000 compounds, 0.49% hits; AID 2237, 2010;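 active means B-score above 5 SD of library B-scores, and initial fluorescence ratio not above library mean plus 5 SD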;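 further: positive B-score marks a calcium rise read as TRPC4 activation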
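Test system: HEK293 cells stably co-expressing mouse TRPC4beta and mu-opioid receptor | Schedule: Fluo4 dye loading 45 min at room temperature, 110 s recording | Measured by: Kinetic Fluo4 calcium fluorescence, 5 s baseline at 1 Hz | Evaluation: B score of integrated ratio | Controls: Buffer (low) and maximal DAMGO (high)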
RGS4 inh = RGS4 inhibitors, primary screen, cell-based, HEK293 M3R inducible RGS4, calcium flux; Regulator of G-protein signaling 4 (Homo sapiens), P49798; AID 463165, 2010; B-score at 10 µM; Fluo-4 calcium flux; hits give high values; triggered by carbachol at its EC20; 310,000 compounds, 0.45% hits;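 active means B-score, a plate-corrected calcium signal, over three deviations above library mean, with baseline fluorescence within five deviations of library mean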;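 further: RGS4 expression induced by doxycycline in cells with stable M3 receptor; B-score is computed from the integrated fluorescence ratio over baseline after carbachol; higher B-score means a larger calcium signal and so more RGS4 inhibition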
Target sequence (P49798 whole entry, looked up): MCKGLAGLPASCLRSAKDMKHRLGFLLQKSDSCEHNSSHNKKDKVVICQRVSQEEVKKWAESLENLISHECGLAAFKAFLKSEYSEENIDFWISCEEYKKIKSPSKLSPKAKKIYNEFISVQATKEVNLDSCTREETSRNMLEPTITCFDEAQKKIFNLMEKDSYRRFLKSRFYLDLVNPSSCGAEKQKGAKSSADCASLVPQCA
TRPC6 inhibitor = mouse TRPC6 channel inhibitors, primary screen, cell-based, HEK293, membrane potential dye. 310,000 compounds, 1.1% hits. ACh-evoked depolarization; hits give low values. B-score at 10 µM. AID 2553, 2010;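 active means B-score under library mean minus 3 SD, initial fluorescence not abnormally high, positive integrated signal ratio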;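 further: B-score derived from integrated fluorescence ratio over the kinetic read; more negative B-score means stronger inhibition of depolarization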
MrgX1 allo act = positive allosteric modulators of MrgX1, primary screen, HEK293 cells, Fluo-4 calcium flux. FDSS; hits give high values. B-score at 10 µM. 310,000 compounds, 0.63% hits;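 active means plate-corrected calcium response at least 3 library SD above typical, normal starting fluorescence, not activating the receptor alone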;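 further: compound read alongside a low EC10 to EC30 dose of BAM8-22 agonist; peak minus trough fluorescence over baseline measured at the second addition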
TMEM16A inh = TMEM16A chloride channel inhibitors, primary screen, cell-based, HTS. Anoctamin-1 (Mus musculus), Q8BHY3. HEK293 TMEM16A/YFP iodide influx fluorescence, ionomycin. normalized B-score (activity score, 25-100; higher = stronger inhibition) at 10 µM. 310,000 compounds, 1.2% hits. AID 588511, 2011;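 active means ratio plate-corrected score three or more library SD toward inhibition, starting fluorescence score within five deviations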;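 further: score derived from kinetic fluorescence span divided by baseline fluorescence per well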
TRPC4 block = inhibitors of mouse TRPC4 channel, primary screen, Fluo4 calcium, HEK293 TRPC4beta/mu-opioid cells. DAMGO-evoked Fluo4 calcium flux; hits give low values. AID 2247, 2010. B-score at 10 µM. 300,000 compounds, 0.39% hits. Short transient receptor potential channel 4 (Mus musculus), Q9QUQ5;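 active means B-score over 3 SD under the library average, no early fluorescence shift, positive overall ratio signal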
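Assay system – HEK293 line stably carrying TRPC4beta and mu-opioid receptor · Doses – single dose · Detection – Fluo4 calcium-dye fluorescence, kinetic read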
TRPC4 potent = positive allosteric modulators of TRPC4, primary screen, cell-based, mouse TRPC4beta, HEK293 mu-opioid, Fluo-4 calcium; DAMGO EC20, Fluo-4 Ca2+ flux; hits give high values; B-score at 10 µM; Short transient receptor potential channel 4 (Mus musculus), Q9QUQ5; 310,000 compounds, 0.42% hits;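 active means B-score of calcium response area above 5 SD of library B-scores, with initial fluorescence ratio within 5 SD of library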;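 further: B-score of integrated fluorescence ratio over time as area under calcium response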
MrgX1 antagonist = antagonists of human MrgX1 receptor, primary screen, HEK293 cells, Fluo-4 calcium flux; BAM8-22 antagonism; hits give low values; B-score at 10 µM; 310,000 compounds, 1.3% hits; AID 588676, 2011;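 active means calcium-response B-score plate-corrected more than 3 library SD below zero, starting fluorescence within 5 deviations, no agonist response on first addition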;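 further: peak minus trough fluorescence over baseline after final BAM8-22 challenge near maximal dose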
TMEM16A act = TMEM16A chloride channel activators or potentiators, primary screen, cell-based, HTS | Anoctamin-1 (Mus musculus), Q8BHY3 | HEK293 TMEM16A/YFP-H148Q/I152L, iodide quench fluorescence; hits give low values | B-score at 10 µM | 340,000 compounds, 0.3% hits | AID 623877, 2012;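 active means fluorescence-ratio B-score plate-corrected deviation score at least 3 library SD below zero, with starting fluorescence score within 5 deviations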;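 further: channel opened by trigger with iodide after compound preincubation; score built on the fluorescence ratio of max minus min over baseline; more negative score means more quench and so TMEM16A activation or potentiation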
* marks the source's active call; other numbers are inactive results; i = inactive; . = not tested or not shown.

SMILES	TRPC6 act	MrgX1 ag	TRPC4 act	RGS4 inh	TRPC6 inhibitor	MrgX1 allo act	TMEM16A inh	TRPC4 block	TRPC4 potent	MrgX1 antagonist	TMEM16A act
CCn1c(SCC(=O)Nc2ccc(N3CCOCC3)cc2)nnc1-c1ccco1	i	i	i	i	i	i	i	i	i	i	i
CCOC(=O)COc1cccc2c(=O)n(CC(=O)N3CCC(C)CC3)ccc12	i	i	i	i	i	i	i	i	i	i	i
COc1c(C(=O)Nc2ccc(Cc3ccncc3)cc2)ccc2ccccc12	i	i	i	i	i	i	100*	i	i	i	i
C[n+]1cccc(C(=O)N/N=C/c2ccc3c(c2)OCO3)c1	i	i	i	i	i	i	i	i	i	i	i
O=[N+]([O-])c1cccc(/C=N/NC2=NS(=O)(=O)c3ccccc32)c1	i	i	i	i	i	i	i	i	i	i	i
Cc1cc(-c2ccccc2)c2c3c(cn2n1)c(=O)n(C)c(=O)n3C	i	i	i	i	i	i	i	i	i	i	i
CN(CCC#N)C(=O)COC(=O)c1ccc2c(c1)C(=O)N(C1CCCCC1)C2=O	i	i	i	i	i	i	i	i	i	i	i
COc1ccccc1CNC(=O)CC1C(=O)NCCN1C1Cc2ccccc2C1 (stereo not given)	i	i	i	i	i	i	i	i	i	i	i
Cc1cc(O)c(C(C)C)cc1NC(=O)c1ccccc1Cl	i	i	i	i	i	i	i	i	i	i	i
O=C(Cc1ccccc1)NCCn1ccc2ccccc21	i	i	i	i	i	i	i	i	i	i	i
COc1ccc(C)cc1N(CC(=O)N/N=C/c1ccc2c(c1)OCO2)S(C)(=O)=O	i	i	i	i	i	i	i	i	i	i	i
CC(Oc1ccc(Br)cc1)C(=O)Nc1ccc(N2CCOCC2)cc1N1CCOCC1 (stereo not given)	i	i	i	i	i	i	i	i	i	i	i
CCOC(=O)c1c(C)[nH]c(C(=O)Cn2nnc(-c3ccccc3)n2)c1C	i	i	i	i	i	i	i	i	i	i	i
CCOc1ccc(Br)cc1C1=NN(C(C)=O)C(c2ccc([N+](=O)[O-])s2)O1 (stereo not given)	i	.	i	i	i	.	.	i	i	.	i
CNc1nnc(-c2ccco2)s1	i	i	i	i	i	i	i	i	i	i	i
CCOC(=O)N1C2C=C(C)[C@@H]2[C@@H]2CC(=O)N21 (stereo not given in full)	i	i	i	i	i	i	i	i	i	i	i
COc1cccc(-c2ccc(NC(=O)C3CCCN(Cc4cnn(C(C)C)c4)C3)cc2)c1 (stereo not given)	i	i	i	i	i	i	i	i	i	i	i
CC(C)n1c(SCC(=O)Nc2nncs2)nnc1C1CC1	i	i	i	i	i	i	i	i	i	i	i
Cc1ccc2nc(-c3ccccn3)cc(C(=O)Nc3ccc4c(c3)OCO4)c2c1	i	i	i	i	i	i	i	i	i	i	i
COc1ccccc1N1CCN(C(=O)/C=C/c2cccs2)CC1	i	i	i	i	i	i	i	i	i	i	i
COc1cc(Oc2ccccc2)nc(N)n1	i	i	i	i	i	i	i	i	i	i	i
Cc1ccc(-c2nnc(N3CCN(CCO)CC3)c3ccccc23)cc1	i	i	i	i	i	i	i	i	i	i	i
O=C(C[n+]1cc2ccccc2c2ccccc21)c1ccccc1	i	i	49*	i	-9.85*	i	i	-7*	i	i	i
CC1CCCCN1S(=O)(=O)c1ccc(C(=O)Nc2nnc(C3CC3)o2)cc1 (stereo not given)	i	i	i	i	i	i	i	i	i	i	i
S=C(Nc1cc(Cl)ccc1Cl)Nn1cnnc1	i	i	i	i	i	i	i	i	i	i	i
Going on with the list:
SMILES	TRPC6 act	MrgX1 ag	TRPC4 act	RGS4 inh	TRPC6 inhibitor	MrgX1 allo act	TMEM16A inh	TRPC4 block	TRPC4 potent	MrgX1 antagonist	TMEM16A act
COc1ccc(-c2[nH]ncc2/C=N/NC(=O)c2cc(Br)ccc2O)c(OC)c1	i	i	i	i	i	i	i	i	i	i	i
CCN=c1scc(C)n1/N=C/c1ccsc1	i	i	i	i	i	i	i	i	i	i	i
O=[N+]([O-])c1ccc(S(=O)(=O)Nc2nnc(C3CCCCC3)s2)cc1	i	i	i	i	i	i	i	i	i	i	i
COc1cc2c(cc1NC(=O)CSc1nc3cc(Cl)ccc3s1)oc1ccccc12	i	i	i	i	i	i	i	i	i	i	i
COc1ccc(C(=O)CC(Nc2ccc([N+](=O)[O-])cc2)c2ccc(Cl)cc2)cc1 (stereo not given)	i	i	i	i	i	i	i	i	i	i	i
C/C(=N\OC(=O)c1ccccc1)c1c(C)nc2cc(C)ccn12	i	i	i	i	i	i	i	i	i	i	i
O=C(C1CC(=O)N(c2ccc(F)cc2)C1)N1CCCCCC1 (stereo not given)	i	i	i	i	i	i	i	i	i	i	i
CCc1cccc2c(=O)c(C(=O)NCCN3CCOCC3)c[nH]c12	i	i	i	i	i	i	i	i	i	i	i
O=C(Nc1ccc(S(=O)(=O)N2CCCCC2)cc1)c1cnccn1	i	i	i	i	i	i	i	i	i	i	i
COc1ccc(C2C(C#N)=C(N)N(N(C)C)C3=C2C(=O)CC(C)(C)C3)cc1 (stereo not given)	i	i	i	i	i	i	i	i	i	i	i
COc1ccc(C(c2sc3nc(C)nn3c2O)N2CCN(Cc3ccccc3)CC2)cc1OC (stereo not given)	i	i	i	i	i	i	i	i	i	i	i
CCc1ccc(N=c2c([N+](=O)[O-])nn(-c3ccccc3)n2O)cc1	i	i	i	i	i	i	i	i	i	i	i
COc1ccc(CCC(=O)N2CCc3ccccc32)cc1	i	i	i	i	i	i	i	i	i	i	i
c1ccc2sc(NC3=NCN(Cc4ccc5c(c4)OCO5)CN3)nc2c1	i	i	i	i	i	i	i	i	i	i	i
Cc1ccc(N(CC(=O)NCc2ccc3c(c2)OCO3)C(=O)CCC(=O)Nc2ccccn2)cc1	i	i	i	i	i	i	i	i	i	i	i
COc1cccc(-n2nnc3c(=O)n(CC(=O)NC4CCCC4)cnc32)c1	i	i	i	i	i	i	i	i	i	i	i
CC(C)(C)n1nc2c(c1NC(=O)COc1ccc3ccccc3c1)CS(=O)(=O)C2	i	i	i	i	i	i	i	i	i	i	i
Cc1cccc(OCC(=O)N2CCN(C(=O)Cc3ccccc3)CC2)c1	i	i	i	i	i	i	i	i	i	i	i
O=C(Nc1ncc(Br)s1)C1CCCN1S(=O)(=O)c1cccc2cccnc12 (stereo not given)	i	i	i	i	i	i	i	i	i	i	i
CC(=O)CCc1ccc(OCC(O)CNCCOc2ccc(C)cc2)cc1 (stereo not given)	i	i	i	i	i	i	i	i	i	i	i
CCCCN1CC[C@H]2C=CC[C@@H](C(=O)Nc3ccc(Cl)cc3Cl)[C@H]2C1=O	i	i	i	i	i	6.9*	i	i	i	i	i
N#C/C(C(=O)N1CCOCC1)=C1/SC(Cc2ccc(F)cc2)C(=O)N1c1ccccc1 (stereo not given)	i	i	i	i	i	i	i	i	i	i	i
CCCn1c(SCC(=O)Nc2ccccc2OC)nnc1-c1ccco1	i	i	i	i	i	i	i	i	i	i	i
COc1cc(/C=C2/C(=O)NN(c3cccc(Cl)c3)C2=O)cc(Br)c1O	i	45.3*	i	5.61*	i	i	i	i	i	i	i
Cc1ccccc1OCCCn1c(=O)sc2ccccc21	i	i	i	i	i	i	i	i	i	i	i
Continuation.
SMILES	TRPC6 act	MrgX1 ag	TRPC4 act	RGS4 inh	TRPC6 inhibitor	MrgX1 allo act	TMEM16A inh	TRPC4 block	TRPC4 potent	MrgX1 antagonist	TMEM16A act
Cc1cc(NC(=O)CSc2nc(C(C)(C)C)nc3ccccc23)no1	i	i	i	i	i	i	i	i	i	i	i
CC(C)(C)CC(=O)Nc1nnc(SCC(=O)N2CCCCC2)s1	i	i	i	i	i	i	i	i	i	i	i
OCCSc1nc(-c2cccnc2)nc2ccccc12	i	i	i	i	i	i	i	i	i	i	i
O=c1sc(Nc2ccccc2)nc2ccsc12	i	i	i	i	i	i	i	i	i	i	i
CN=C1CC(C)(C)CC(=O)/C1=C(/O)CCC(=O)NC	i	i	i	i	i	i	i	i	i	i	i
O=C(NC1CCCCCC1)c1cc2n(n1)C(C(F)(F)F)CC(c1ccco1)N2 (stereo not given)	i	i	i	i	i	i	i	i	i	i	i
Cc1cc(-c2n[nH]c(=S)n2-c2ccccc2C)cs1	i	i	i	i	i	i	i	i	i	i	i
CCC(C)OC(=O)n1ccc(C(=O)Nc2nccs2)n1 (stereo not given)	i	i	i	i	i	i	i	i	i	i	i
CC(=O)N1c2ccc(S(=O)(=O)N(C)C3CCCCC3)cc2CC1C (stereo not given)	i	i	i	i	i	i	i	i	i	i	i
CCC(CC)NC(=O)COC(=O)CCC(=O)c1cccs1	i	i	i	i	i	i	i	i	i	i	i
CCn1c(SCC(=O)C(C)(C)C)nnc1-c1ccccn1	i	i	i	i	i	i	i	i	i	i	i
CC(=O)c1ccc(N2CCN(C(=O)CCS(=O)(=O)c3ccc4c(c3)NC(=O)CS4)CC2)cc1	i	i	i	i	i	i	i	i	17*	i	i
CC(C)(Cc1ccc(O)cc1)NC(=O)CC(=O)N=Nc1c(O)[nH]c2cc(Br)ccc12	i	i	i	i	i	i	i	i	i	i	i

Quoted at random: 2 entries already listed, in no set order.
SMILES	TRPC6 act	MrgX1 ag	TRPC4 act	RGS4 inh	TRPC6 inhibitor	MrgX1 allo act	TMEM16A inh	TRPC4 block	TRPC4 potent	MrgX1 antagonist	TMEM16A act
CCC(C)OC(=O)n1ccc(C(=O)Nc2nccs2)n1 (stereo not given)	i	i	i	i	i	i	i	i	i	i	i
CN=C1CC(C)(C)CC(=O)/C1=C(/O)CCC(=O)NC	i	i	i	i	i	i	i	i	i	i	i

Screening results deposited in PubChem BioAssay by Johns Hopkins Ion Channel Center.
